Bioassay records (PubChem)
GRK2 aptamer HTS: human GRK2 inhibition via aptamer displacement. inhibition of aptamer binding, % at 10 µM. P25098. bead flow cytometry, FAM-aptamer displacement from GRK2. 0.59% of 330,000 active. AID 488847;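 active = inhibition of aptamer binding above 40%, roughly 3 SD of noise, on plates passing a quality check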;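 also: median bead fluorescence of bound FAM aptamer so fluorescent compounds give negative values; no value below 0 was filed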
Target sequence (P25098 whole entry, looked up): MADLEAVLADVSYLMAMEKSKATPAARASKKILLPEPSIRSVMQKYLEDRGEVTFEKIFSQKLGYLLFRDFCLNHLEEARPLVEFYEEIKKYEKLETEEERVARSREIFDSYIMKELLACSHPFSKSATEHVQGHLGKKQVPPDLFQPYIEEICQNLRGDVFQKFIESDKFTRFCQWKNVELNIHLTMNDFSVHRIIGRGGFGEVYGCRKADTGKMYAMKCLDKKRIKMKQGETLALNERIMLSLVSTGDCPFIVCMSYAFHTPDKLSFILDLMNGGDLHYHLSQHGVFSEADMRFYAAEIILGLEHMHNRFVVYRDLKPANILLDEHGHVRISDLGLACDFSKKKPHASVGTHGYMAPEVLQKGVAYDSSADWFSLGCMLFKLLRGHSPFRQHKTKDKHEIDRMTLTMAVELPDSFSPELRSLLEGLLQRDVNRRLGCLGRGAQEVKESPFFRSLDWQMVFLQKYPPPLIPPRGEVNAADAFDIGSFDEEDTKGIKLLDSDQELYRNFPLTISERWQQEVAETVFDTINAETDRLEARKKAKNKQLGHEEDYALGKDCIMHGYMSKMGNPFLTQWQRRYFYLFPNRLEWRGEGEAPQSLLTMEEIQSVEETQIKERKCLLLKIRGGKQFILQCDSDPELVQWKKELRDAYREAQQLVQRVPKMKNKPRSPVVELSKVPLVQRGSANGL
PME-1 inh: PME-1 (human) inhibition; recombinant PME-1, FP-Rh probe fluorescence polarization; inhibition, % at 5.9 µM; 0.53% of 320,000 active;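 active = inhibition above the campaign mean of all compounds plus 3 SD, cut at about 26% in these data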;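 also: competitive labeling of PME-1 active site by serine hydrolase directed probe; 0% = PME-1 with DMSO and 100% = wells lacking PME-1 enzyme; inhibitors block probe labeling so polarization falls and inhibition rises; many of its hits are not listed in these tables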
MEX-5 binding: C. elegans MEX-5 TCR-2 RNA binding activity; Q9XUB2; MEX-5/FITC-TCR2 RNA binding, fluorescence polarization; stronger effect = lower value; activity score (negative = inhibition of binding), % at 10 µM; 0.38% of 300,000 active;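 active = inhibition past about -25% in most replicates, and total fluorescence under double the plate's negative control median, limit read from the data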;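 also: 0% = DMSO and -100% = 5 µM competing unlabeled TCR2 RNA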
GLD-1 TGE inh: GLD-1-TGE RNA interaction inhibition (C. elegans) | purified GLD-1 + fluorescein TGE RNA, fluorescence polarization | inhibition, % at 5.96 µM | 0.44% of 320,000 active;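 active = percent inhibition above a per-plate cutoff, the plate mean of test compounds plus 3 SD, cut at about 30% in these data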;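 also: 0% = DMSO wells with GLD-1 and probe and 100% = wells lacking GLD-1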
MCL1 BIM primary: disrupts human MCL1 binding to BIM-BH3 peptide; 0.68% of 320,000 active; inhibition, % at 10.9 µM; Q07820; GST-MCL1 / FITC-Bim-BH3 fluorescence polarization;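 active = inhibition above the mean inhibition of all tested compounds plus 3 SD, set per campaign, cut at about 40% in these data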;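 also: 0% = DMSO wells and 100% = unlabeled Bim-BH3 peptide control; higher means more loss of mP so more displacement of Bim peptide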
Fam108B counter: blocks mouse Fam108B hydrolase in RBBP9 counter-screen; recombinant Fam108B, FP-Rh probe fluorescence polarization; inhibition, % at 9.51 µM; 0.33% of 300,000 active; AID 1947;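 active = inhibition above the screen mean inhibition plus 3 SD, computed separately per campaign, cut at about 18% in these data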;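 also: inhibitors lower polarization as less probe binds the enzyme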
Bcl-xL primary: blocks human Bcl-xL binding to Bim BH3 peptide; Q07817; GST-Bcl-xL / FITC-Bim BH3 peptide fluorescence polarization; inhibition, % at 10.9 µM; 0.7% of 320,000 active; AID 2129;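 active = inhibition above the mean of all tested compounds plus 3 SD, cutoff set per campaign, cut at about 30% in these data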;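 also: 0% = DMSO wells and 100% = unlabeled Bim-BH3 peptide competitor; inhibitors lower millipolarization by displacing the labeled peptide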
Target sequence (Q07817 whole entry, looked up): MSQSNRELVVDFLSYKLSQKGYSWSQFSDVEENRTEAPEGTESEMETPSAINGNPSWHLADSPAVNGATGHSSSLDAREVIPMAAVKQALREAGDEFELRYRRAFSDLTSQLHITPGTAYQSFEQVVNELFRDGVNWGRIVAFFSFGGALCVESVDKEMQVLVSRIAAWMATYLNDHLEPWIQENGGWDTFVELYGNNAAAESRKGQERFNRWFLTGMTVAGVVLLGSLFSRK
Efflux pump inh: inhibitors of Candida antifungal efflux pumps expressed in yeast. S. cerevisiae Candida pump triplex, Nile Red efflux. inhibition, % at 10 µM. 0.44% of 330,000 active. AID 485275;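 active = plate passing quality check with inhibition over a set limit, or well fluorescence over plate mean plus 4 SD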;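 also: Nile Red retained in pooled yeast measured as flow cytometry median fluorescence; 0% = buffer negative control and 100% = Enniatin B positive control; higher means more Nile Red kept so more efflux inhibition; some compounds called inactive have numbers as strong as hits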
VLA-4 inh: inhibition in a human VLA-4 binding assay. P13612. VLA-4 expressing cells, ligand binding flow cytometry. inhibition, % (about 7 µM as worked out from the volumes in the protocol). 0.2% of 330,000 active; in the data active = inhibition above about 50%
The depositor's hits bear a star; nt = no result given. An excerpt, so the mix of outcomes need not match the whole.

SMILES	GRK2 aptamer HTS	PME-1 inh	MEX-5 binding	GLD-1 TGE inh	MCL1 BIM primary	Fam108B counter	Bcl-xL primary	Efflux pump inh	VLA-4 inh
O=C(NCC1CCCO1)c1cc2cc(F)ccc2[nH]1 (stereo not given)	1	-6	3.1	2	-6	1	-2	0.5	31
Cc1ccc(S(=O)(=O)N2[C@@H](c3ccc(C#N)cc3)C(C(=O)O)=C[C@H]2C(C)(C)C)cc1	0	nt	nt	5	nt	nt	nt	0.1	21
CCc1ccccc1NC(=O)C(C#N)Cc1cccnc1 (stereo not given)	7	7	-4.0	11	7	-2	3	-0.2	0
CCOC(=O)NC(Nc1ccc(C)cn1)(C(F)(F)F)C(F)(F)F	0	3	-1.7	11	2	1	2	-0.1	-4
CC(C)(C)[C@H]1COC(=O)[C@H](NC(=O)OCC2c3ccccc3-c3ccccc32)C/C=C\C[C@@H](CC(=O)N(CCO)Cc2ccccc2)C(=O)N1	3	nt	nt	-4	nt	nt	nt	0.0	2
CCOC(=O)N1CCN(S(=O)(=O)c2ccc3c(c2)oc(=O)n3C)CC1	1	-1	1.4	1	7	-3	5	-0.1	4
CC1(C)CCCC2=C1CC1C(=O)N(O)C(=O)C1C2 (stereo not given)	3	1	0.8	9	0	-1	-1	0.1	9
COCCNC(=O)Nc1ccc2c(c1)N(C)C(=O)CS2	0	6	1.7	9	1	4	-1	0.0	8
CC(=O)C[C@@H](O)CC(=O)[C@H]1OC(=O)CCCCCCc2ccccc21	2	2	nt	-1	3	nt	1	-0.1	5
Cc1nn(Cc2ccccc2)c(C)c1NC(=O)CCCn1nc([N+](=O)[O-])cc1C	0	1	3.3	0	2	-2	9	0.1	0
CNCC(=O)Nc1ccc(OC(F)(F)F)cc1	0	0	3.2	4	0	0	-6	0.1	13
CCc1ccc(-c2cc(C(=O)NN3CCOCC3)c3ccccc3n2)s1	0	-3	1.9	-8	-12	-3	-4	0.1	-1
COc1ccccc1C(=O)Nc1ccc(C(=O)N2CCCC2)cc1	0	3	0.4	1	4	7	4	-0.1	4
COc1ccc(C(C(=O)NC2CCCC2)N(Cc2cccnc2)C(=O)c2snc(C(N)=O)c2N)cc1OC (stereo not given)	0	-5	1.0	0	-7	-2	-3	0.3	1
CC(=O)c1cnn(-c2ccc(Cl)cc2)c1C	1	1	-3.8	8	1	0	7	0.0	1
COC(=O)c1c(C(=O)OC)c2cc(C(=O)c3ccccc3)ccn2c1Cl	5	6	1.2	0	2	2	6	0.1	0
Cn1c(CCN2CCN(c3ccccn3)CC2)nc2cc(NC(=O)COc3ccc([N+](=O)[O-])cc3)ccc21	0	-1	-0.7	-6	3	1	5	0.1	5
Cc1cc([N+](=O)[O-])ccc1NC(=O)/C=C/c1cccs1	0	-1	2.6	4	9	-4	4	0.2	-2
COc1ccccc1N1CCN(C(=O)Cn2c(=O)oc3cc(S(=O)(=O)N4CCCC4)ccc32)CC1	0	-1	3.0	-2	1	3	-1	1.1	-2
O=C(COC(=O)c1ccc2ncsc2c1)Nc1ccccc1Br	0	-4	nt	4	-1	nt	-4	-0.1	11
CCCCC(=O)Nc1cccc(NC(=O)c2ccc(Br)cc2)c1	2	-5	0.4	4	-5	-2	2	0.0	3
CC(=O)c1cccc(S(=O)(=O)N2CCC(C(=O)N(C)Cc3ccc(Cl)s3)CC2)c1	11	7	nt	-6	-1	nt	3	0.0	-4
CC(C)(C)C1CCC(=O)N(CCOc2ccccc2)CC1 (stereo not given)	0	5	-1.6	-6	-3	-1	1	0.0	2
Cc1c(NC(=O)C(C)OC(=O)COc2cccc3c2OC(C)(C)C3)c(=O)n(-c2ccccc2)n1C (stereo not given)	0	0	0.3	0	7	0	5	0.1	7
COc1ccc2c(=O)c3c(=O)n(Cc4ccco4)c(-c4ccccc4)nc3oc2c1	2	-5	-3.9	8	9	-2	4	0.1	-2

Compound profiles, as listed above:
`CC(C)(C)C1CCC(=O)N(CCOc2ccccc2)CC1` (stereo not given) reads GRK2 aptamer HTS = 0; PME-1 inh = 5; MEX-5 binding = -1.6; GLD-1 TGE inh = -6; MCL1 BIM primary = -3; Fam108B counter = -1; Bcl-xL primary = 1; Efflux pump inh = 0.0; VLA-4 inh = 2
`CC1(C)CCCC2=C1CC1C(=O)N(O)C(=O)C1C2` (stereo not given) reads GRK2 aptamer HTS = 3; PME-1 inh = 1; MEX-5 binding = 0.8; GLD-1 TGE inh = 9; MCL1 BIM primary = 0; Fam108B counter = -1; Bcl-xL primary = -1; Efflux pump inh = 0.1; VLA-4 inh = 9

The list goes on:
SMILES	GRK2 aptamer HTS	PME-1 inh	MEX-5 binding	GLD-1 TGE inh	MCL1 BIM primary	Fam108B counter	Bcl-xL primary	Efflux pump inh	VLA-4 inh
Cc1onc(-c2ccccc2Cl)c1C(=O)NCC(=O)O	1	6	-0.9	4	3	1	2	-0.1	6
O=C(COC(=O)/C=C/c1cccs1)Nc1ccc(F)cc1	1	-2	nt	2	-8	nt	-1	0.0	-3
Cc1cc(C(=O)N/N=C/C=C/c2ccc3c(c2)OCO3)n[nH]1	4	-2	-1.5	3	-2	-1	6	0.0	5
CC(=O)NCCCNS(=O)(=O)c1ccc(C)cc1	3	-3	-1.1	0	-7	3	0	0.1	10
O=C(COC(=O)/C=C/c1cccs1)Nc1nc(-c2cccc(Br)c2)cs1	1	44*	0.7	2	-5	21*	-6	0.3	9
CN(C)/C=C(\C#N)C(N)=C(C#N)C#N	0	0	-0.7	-6	17	-1	19	-0.2	0
O=C(CSc1nnc(-c2ccccc2F)n1C1CCCCC1)N1CCCC1	1	-3	1.4	7	-6	2	2	0.0	15
O=C(COC(=O)/C=C/c1ccccc1F)Nc1nnc(-c2ccccc2)o1	0	-1	-2.3	6	4	-2	1	-0.1	-3
COc1c(O)cccc1-c1nnn(CCC(=O)OCC(=O)c2ccccc2)n1	0	-2	-2.0	-6	10	2	1	-0.1	-10
O=C(CCCOc1ccccc1)Nc1cccc(C(=O)O)c1	0	-2	-3.6	1	3	1	6	0.0	-1
O=C(COc1ccc(S(=O)(=O)N2CCOCC2)cc1Cl)NC1CCCCC1	3	0	2.3	-1	-1	0	3	0.1	1
CCN(CC)S(=O)(=O)c1cc(NC(=O)COc2ccc(C#N)cc2OC)ccc1C	2	5	-0.9	-2	-15	-2	1	-0.1	nt
CCCCn1c(=O)[nH]c(=O)c2c1nc(-c1ccc(C#N)cc1)n2C1CCCC1	0	-8	2.1	-1	-1	1	6	0.1	0
CCSc1nc(-c2ccc(OC)cc2)cc(-c2ccccc2)c1C#N	1	-2	-1.6	0	8	-3	6	0.1	6
O=C1[C@H]2[C@H]3[C@H](O)[C@H](O)C/C(=N\OC[C@@H](O)COCc4ccco4)[C@@H]3CC[C@H]2C(=O)N1c1ccc(F)cc1F	4	0	2.0	-2	14	-1	9	0.1	0
O=C(c1cccc(S(=O)(=O)N2CCCC2)c1)N(Cc1ccco1)C1CCS(=O)(=O)C1 (stereo not given)	4	4	-0.3	-11	-3	6	1	0.2	3
Cc1ccc(C(=O)N/C(=C\c2ccc(F)cc2)C(=O)NCc2ccncc2)cc1	0	0	-3.0	-4	-9	1	-1	0.0	7
O=C(Cc1ccsc1)Nc1ccc(S(=O)(=O)C(F)F)cc1	1	2	-1.4	-6	3	1	3	0.0	7
CC(On1nnc2ccc(S(=O)(=O)N3CCOCC3)cc21)C(=O)Nc1ccccc1F (stereo not given)	5	0	1.6	1	-6	-3	-2	0.1	31
CC(=O)c1ccc(NC(=S)NC(C)CCc2ccccc2)cc1 (stereo not given)	0	6	1.3	0	4	-1	7	0.0	0
COc1ccc(NC(=O)C(c2ccc(C)cc2)N(C)C(=O)c2ccc(=O)[nH]c2)cc1 (stereo not given)	0	3	0.1	1	1	-1	-2	0.1	28
O=C(CSc1ccc2c(c1)OCCO2)Nc1ccc(Br)cc1	2	5	0.5	-4	-1	-4	1	-0.1	10
Cc1ccc2nc(N(CCN(C)C)C(=O)c3ccc4ccccc4c3)sc2c1	0	-6	0.4	3	-2	-3	-3	-0.3	5
COc1ccc(CCN2CC(C(=O)NCC3(O)CCCCC3)CCC2=O)cc1 (stereo not given)	2	2	2.1	1	3	2	0	0.1	7
O=C(Nc1ccc(Cl)cn1)C1CCCN1S(=O)(=O)c1ccccc1 (stereo not given)	0	-7	-0.5	9	-11	2	8	0.0	0
(list continues)
SMILES	GRK2 aptamer HTS	PME-1 inh	MEX-5 binding	GLD-1 TGE inh	MCL1 BIM primary	Fam108B counter	Bcl-xL primary	Efflux pump inh	VLA-4 inh
CCS(=O)(=O)c1ncc(CO)n1CCc1ccccc1	1	4	1.5	3	3	2	-1	-0.2	22
CCOC(=O)CSc1cc(CSc2ccccc2)nc(-c2ccccc2)n1	0	-4	3.9	1	11	1	5	0.0	-9
CC1(OC(=O)c2ccco2)C(=O)C=C2C=C(c3ccsc3)OC=C2C1=O (stereo not given)	6	6	-4.8	24	31	9	14	0.0	-18
COc1cc2c(cc1OC)CN(CC(=O)Nc1ccccc1SC)CC2	1	14	-0.2	-8	-3	-2	-6	0.1	2
CCCCNS(=O)(=O)c1ccc(NC(=O)C(Sc2ccccc2)c2ccccc2)cc1 (stereo not given)	2	-107	-0.2	4	0	-56	0	0.2	14
C/C(=N\NC(=O)c1ccc(COc2ccccc2)cc1)c1ccncc1	1	8	0.4	9	4	-1	7	0.2	-2
Cc1ccccc1NC(=O)/C(C#N)=C\c1cc(C)n(-c2ccc(C(=O)O)cc2)c1C	4	1	-0.5	0	-3	-1	11	0.0	3
Oc1ccc(-c2csc(Nc3ccccn3)n2)c(O)c1	0	14	3.5	7	4	19*	6	0.1	-17
CC1(C(=O)N2CC3(CC(c4cccc(NC(=O)CC(c5ccccc5)c5ccccc5)c4)=NO3)C[C@@H]2C(N)=O)CC1 (stereo not given in full)	0	0	-1.1	-1	2	-4	3	-0.1	6
CCC(COC(=O)Nc1cccc(C)c1)NC(=O)OCC(C)C (stereo not given)	0	5	2.3	-3	-2	3	-2	0.0	94*

6 entries from above, ordered by their value in MEX-5 binding, smallest number first:
compound	MEX-5 binding
CC1(OC(=O)c2ccco2)C(=O)C=C2C=C(c3ccsc3)OC=C2C1=O (stereo not given)	-4.8
CC1(C(=O)N2CC3(CC(c4cccc(NC(=O)CC(c5ccccc5)c5ccccc5)c4)=NO3)C[C@@H]2C(N)=O)CC1 (stereo not given in full)	-1.1
CCCCNS(=O)(=O)c1ccc(NC(=O)C(Sc2ccccc2)c2ccccc2)cc1 (stereo not given)	-0.2
C/C(=N\NC(=O)c1ccc(COc2ccccc2)cc1)c1ccncc1	0.4
CCS(=O)(=O)c1ncc(CO)n1CCc1ccccc1	1.5
CCOC(=O)CSc1cc(CSc2ccccc2)nc(-c2ccccc2)n1	3.9

Reformatted in markdown: part of the list above
| canonical_smiles | GRK2 aptamer HTS | PME-1 inh | MEX-5 binding | GLD-1 TGE inh | MCL1 BIM primary | Fam108B counter | Bcl-xL primary | Efflux pump inh | VLA-4 inh |
| --- | --- | --- | --- | --- | --- | --- | --- | --- | --- |
| CCC(COC(=O)Nc1cccc(C)c1)NC(=O)OCC(C)C (stereo not given) | 0 | 5 | 2.3 | -3 | -2 | 3 | -2 | 0.0 | 94* |
| Cc1ccccc1NC(=O)/C(C#N)=C\c1cc(C)n(-c2ccc(C(=O)O)cc2)c1C | 4 | 1 | -0.5 | 0 | -3 | -1 | 11 | 0.0 | 3 |
